From PubChem
PV pol inh: inhibitors of poliovirus RNA polymerase binding and polymerization; poliovirus polymerase elongation, fluorescence polarization; hits give low values; 150,000 tested, 0.66% active; % elongation, % (compound at 16.7 µg/mL); P03300; AID 588519; in the data active means % elongation below about 90%; further: some results filed as inactive read as strong as hits
Target sequence (P03300 1749-2209 limits assumed): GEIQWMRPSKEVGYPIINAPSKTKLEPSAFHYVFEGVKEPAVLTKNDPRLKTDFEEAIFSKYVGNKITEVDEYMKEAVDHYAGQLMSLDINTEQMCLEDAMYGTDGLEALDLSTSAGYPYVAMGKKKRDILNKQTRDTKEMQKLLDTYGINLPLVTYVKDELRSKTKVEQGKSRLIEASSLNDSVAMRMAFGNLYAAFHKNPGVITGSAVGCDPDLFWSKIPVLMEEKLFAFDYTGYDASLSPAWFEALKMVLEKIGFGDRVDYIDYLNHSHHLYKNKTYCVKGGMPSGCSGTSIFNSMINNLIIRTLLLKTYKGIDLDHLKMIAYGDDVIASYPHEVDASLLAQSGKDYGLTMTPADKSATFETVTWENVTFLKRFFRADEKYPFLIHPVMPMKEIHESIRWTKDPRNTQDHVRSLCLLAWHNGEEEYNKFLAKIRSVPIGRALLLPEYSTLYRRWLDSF
PV pol inh FP z-score: recorded beside PV pol inh, whose call it bears; z-score; measured here: FP z-score; hits read low
An asterisk follows results filed as active. Some of the compounds tested. The share of hits here may be higher or lower than overall.

structure,PV pol inh,PV pol inh FP z-score
COC(=O)C1C(=O)NCC1c1ccc(OC)cc1 (configuration not stated),100.0,0
CC(=C/c1ccccc1)/C=N/n1c(C)n[nH]c1=S,99.0,-0.7
COc1ccc(CNC(=O)CS(=O)Cc2nc(-c3cccc(C)c3)oc2C)cc1 (configuration not stated),107.0,0.2
Nc1cc(-c2ccccc2)n(C(=O)Nc2ccc(Cl)cc2)n1,105.0,0.9
Cc1cc(C)n(CC(=O)N/N=C/c2ccccc2)n1,103.0,0.2
Nc1nc(SCC(=O)N2CCc3ccccc32)n[nH]1,101.0,0.2
CCOCCCn1c(=N)c(S(=O)(=O)c2ccccc2)cc2c(=O)n3cc(C)ccc3nc21,98.0,-2.1
Cc1ccc(C)c(Oc2coc3cc(OC(=O)c4ccco4)ccc3c2=O)c1,102.0,0.1
COc1ccc(C(=O)NCCn2cc(SCc3cccc(F)c3)c3ccccc32)cc1OC,102.0,-0.9
Cc1ccc(-n2c(C)cc(CC#N)c2C)cc1,105.0,0.3
Cc1cccc2sc(N(Cc3cccnc3)C(=O)C3CCCCC3)nc12,110.0,0.7
Cc1onc(-c2ccccc2Cl)c1C(=O)NC(=S)NCc1ccco1,102.0,0.2
N#Cc1ccccc1OCC(=O)OC1CCOC1=O (configuration not stated),102.0,0.1
CCCCCCN1C(=O)CSC1c1ccccc1 (configuration not stated),101.0,-0.3
CCOC(=O)c1cc(CC)sc1NC(=O)C#Cc1ccccc1,102.0,0
COc1cc(C2c3c(oc4ccc(F)cc4c3=O)C(=O)N2Cc2ccc3c(c2)OCO3)ccc1O (configuration not stated),103.0,-0.3
Cc1nnc(SCC(=O)N2CCCC2)n(N)c1=O,99.0,-0.8
C[C@@H]1C[C@H]2[C@@H]3CCC4=CC(=O)C=C[C@]4(C)[C@@]3(F)[C@@H](O)C[C@]2(C)[C@@]1(O)C(=O)CO,100.0,0.1
CC1(C)CC(=O)C=C(NC(=O)Nc2ccc(Cl)cc2)C1,100.0,-0.2
CC(C)(C)c1cc(NC(=O)CSc2nc3ccccc3c(=O)n2-c2ccc(Cl)cc2)on1,104.0,0.2
O=C(Cc1csc(NC(=O)c2ccco2)n1)NC1CCCCCC1,107.0,0.4
COc1ccc(-c2nocc2C#N)cc1,98.0,-0.4
COc1ccccc1C1C(C(=O)c2sc(C)nc2C)=C(O)C(=O)N1CCCN1CCOCC1 (configuration not stated),101.0,0.3
CCOC(=O)C1CCN(C(=O)Cn2ncc3c([nH]c4ccccc43)c2=O)CC1,108.0,0.3
COc1ccc(NC(=O)c2nn(-c3ccccc3)ccc2=O)cc1,101.0,-0.4
CCC(c1nnnn1C(C)(C)CC)N(Cc1cc2ccc(C)cc2[nH]c1=O)C1CCCC1 (configuration not stated),100.0,-0.6
Cc1ccc(-c2nc(CS(=O)(=O)CC(=O)Nc3ccc(Br)cc3F)c(C)o2)cc1,108.0,0.4
NC1=NC(=O)/C(=C/c2ccccc2OCC(=O)Nc2ccc(F)cc2)S1,102.0,0.2
COc1cccc2cc(-c3csc(-c4ccc(Cl)cc4)n3)c(=O)oc12,103.0,-0.8
CCC(Oc1ccccc1)c1nc(-c2ccc(OC)c(OC)c2)no1 (configuration not stated),103.0,0.9

3 entries picked at random from the list so far, as already listed:
structure,PV pol inh,PV pol inh FP z-score
COc1ccc(-c2nocc2C#N)cc1,98.0,-0.4
C[C@@H]1C[C@H]2[C@@H]3CCC4=CC(=O)C=C[C@]4(C)[C@@]3(F)[C@@H](O)C[C@]2(C)[C@@]1(O)C(=O)CO,100.0,0.1
CC1(C)CC(=O)C=C(NC(=O)Nc2ccc(Cl)cc2)C1,100.0,-0.2

Continuation.
structure,PV pol inh,PV pol inh FP z-score
COC(=O)CSc1nc2ccccc2c(=O)n1-c1ccccc1,100.0,-0.5
COc1ccc2c(c1)C(=O)CC(c1ccc(OC)c(OC)c1)O2 (configuration not stated),101.0,0.2
CC(C(=O)NCc1ccc2c(c1)OCO2)N1CCN(c2ccc(O)cc2)CC1 (configuration not stated),102.0,-0.2
CCCN(CCC)c1ccc(/C=N/n2cnnc2)cc1,101.0,0
O=c1[nH]c(=O)n(Cc2ccco2)c2c1C(C(F)(F)F)(C(F)(F)F)N=C(CCC1CCCCC1)N2,101.0,-0.2
Cc1ccc(O)c(NC(=O)c2cc(-c3ccc4c(c3)OCO4)on2)c1,103.0,0
O=c1c(/C=N/O)coc2ccccc12,99.0,-0.4
COc1cccc(CSc2nc3n(n2)C(CC(C)C)C(C(=O)Nc2ccccc2C)=C(C)N3)c1 (configuration not stated),103.0,-0.8
CC(=O)Nc1ccccc1C(=O)N1CC2(C)CC1CC(C)(C)C2 (configuration not stated),102.0,0.2
C/C(N)=C(/C#N)C(=O)CSc1nnc(COc2cc(C)ccc2C)o1,107.0,0.3
CCOc1ccc(CCNC(=O)CCCn2c(=O)c3cccn3c3cccnc32)cc1OCC,104.0,-0.5
Oc1cccnc1NC(c1ccc(F)cc1)c1ccc2cccnc2c1O (configuration not stated),112.0,1.8
C=CCn1c(=S)sc2c(=O)[nH]c(C)nc21,105.0,0.1
O=C(O)CNCC1COc2ccccc2O1 (configuration not stated),98.0,-1.2
CC(C)c1nc2sc3c(NCC4CCCO4)ncnc3c2c2c1CCCC2 (configuration not stated),102.0,0.1

A different layout for some results above:
Screens in order: PV pol inh	PV pol inh FP z-score
- CC1(C)CC(=O)C=C(NC(=O)Nc2ccc(Cl)cc2)C1
→ 100.0	-0.2
- CC(C)(C)c1cc(NC(=O)CSc2nc3ccccc3c(=O)n2-c2ccc(Cl)cc2)on1
→ 104.0	0.2
- O=C(Cc1csc(NC(=O)c2ccco2)n1)NC1CCCCCC1
→ 107.0	0.4
- COc1ccc(-c2nocc2C#N)cc1
→ 98.0	-0.4

Compound profiles (already shown). Screens in order: PV pol inh, PV pol inh FP z-score
`O=C(O)CNCC1COc2ccccc2O1` (configuration not stated) as listed: 98.0, -1.2
`C/C(N)=C(/C#N)C(=O)CSc1nnc(COc2cc(C)ccc2C)o1` as listed: 107.0, 0.3
`O=c1c(/C=N/O)coc2ccccc12` as listed: 99.0, -0.4

Next part.
structure,PV pol inh,PV pol inh FP z-score
O=C1C2CCCN2C(=S)N1C1CCCCC1 (configuration not stated),102.0,0.1
CN(C)C=NC1=C(c2ccccc2)C(=O)c2ccccc21,101.0,-0.4
CCC1CCCCN1C(=O)c1cc2ncc(Br)cn2n1 (configuration not stated),100.0,-0.6
N#CC1=C(N)SC(N)=C(C#N)C1c1cccc(C(F)(F)F)c1,74.0,-4.6
O=C(Nc1cccc(F)c1)C1CCN(c2nc3ccccc3nc2C(F)(F)F)CC1,113.0,1.2
COc1ccc(CC2NCCc3cc(OC)c(OC)cc32)cc1OC (configuration not stated),105.0,0.2
N#CCSc1nc2c(sc3ccccc32)c(=O)n1CCCN1CCOCC1,101.0,-0.2
CC(=O)Nc1ccc(Nc2ncnc3ccc(Br)cc23)cc1,105.0,0.7
NCc1cn[nH]c1-c1ccccc1,101.0,0
CN(C(=O)C1CCC(CNS(=O)(=O)c2cccc3nsnc23)CC1)C1CCCCC1 (configuration not stated),102.0,1
COc1ccccc1N1CCN(C(=O)c2nc(SC)ncc2Cl)CC1,119.0,0.3
COc1ccccc1NC(=O)CN1C(=O)CC(c2ccc(C)c(C)c2)=Nc2ccccc21,106.0,0
Oc1c(C(c2ccccc2F)N2CCOCC2)sc2nc(-c3ccco3)nn12 (configuration not stated),106.0,0
Fc1ccc(CSc2nc(NCc3ccccc3)c3ccccc3n2)cc1,114.0,1.8
COC(=O)c1ccc(-n2c(C)cc(C(=O)CSc3nncs3)c2C)cc1,100.0,-0.4
O=C(CSc1ncccc1C(=O)Nc1ccnn1Cc1cccnc1)Nc1ccc2c(c1)OCO2,108.0,0.6
O=C1N(CN2CCOCC2)c2ccccc2C12OCCO2,104.0,0.5
Cc1nc(CC(=O)NN=C2C3CC4CC(C3)CC2C4)cs1,98.0,-0.5
CN(C)S(=O)(=O)Nc1ccc(C(=O)O)cc1,106.0,0.2
CC(OC(=O)c1cn(Cc2ccccc2)nc1-c1cccs1)C(N)=O (configuration not stated),103.0,0.3
CN1C(=O)c2ccccc2C(C(=O)NCCCN2CCCCC2)C1c1cccs1 (configuration not stated),105.0,0.6
Cc1ccccc1NC(=O)COC(=O)c1cccc2ccccc12,99.0,-0.7
O=C(CCCN1C(=O)CSc2ncccc21)NCc1ccccc1,102.0,0.1
CCOC(=O)c1c(C)oc2nc(C)nc(N3CCc4cc(OC)c(OC)cc4C3C)c12 (configuration not stated),101.0,-0.3
CCn1c(SCC(=O)OCc2nc3ccccc3c(=O)n2CC#N)nnc1-c1cccs1,102.0,0.2
O=C(CSc1ccc(S(=O)(=O)N2CCN(Cc3ccccc3)CC2)cn1)NC(=O)NC1CCCC1,101.0,-0.1
COc1ccc(-c2cc(C(=O)NN)n(CCC#N)n2)cc1,104.0,0.4
Cc1cccc(NC(=O)/C(C#N)=C/c2ccco2)c1,104.0,-0.1
COC(=O)c1ccc(OC)c(Cn2c(=O)n(C)c(=O)c3ccccc32)c1,102.0,0.1
O=C(CCCOc1ccc(Cl)cc1Cl)Nc1nccs1,101.0,-0.2
C=CCNC(=O)CN1CCN(c2ccccc2)CC1,104.0,0.5
Cc1[nH]c2ccc(C(=O)OCc3nnc(-c4ccccc4)o3)cc2c1C,103.0,0.5
Cc1ccc2ncc(C(=O)N3CCc4ccccc4C3)c(=O)n2c1,101.0,0.4
CCOc1ccc(C(=O)Nc2ccc3nc(SCC(=O)N4CCc5ccccc54)sc3c2)cc1,102.0,-1.1
CCOC(=O)C1CCN(c2c(S(=O)(=O)c3ccccc3)cnc3ccc(F)cc23)CC1,100.0,-0.6
Cn1c(N)c(C(=O)COC(=O)C2=NNC(=O)CC2)c(=O)n(C)c1=O,104.0,0.1
Cc1ccc(-c2nn(CCC(=O)NCCN3CCOCC3)c(=O)c3ccccc23)cc1,101.0,0.3
O=C(NCC1CCCCC1)C1CCN(c2cnccn2)CC1,102.0,0
Cc1ccc(C=Nc2ccc(C(N)=O)cc2)o1,106.0,1.3
c1ccc(C2=Nc3ccccc3C(c3ccncc3)=NN2)cc1,102.0,0.2
O=C(NCCc1ccccc1)c1cnn(-c2ccc(F)cc2)c1-n1cccc1,107.0,0
Nc1nc2nc(-c3ccccc3)cc(=O)n2[nH]1,95.0,-2.2
COc1ccc2cc3c(N)c(C(=O)Nc4ncc(C)s4)sc3nc2c1,100.0,-0.3
Cc1cc(NC2c3ncccc3C(=O)N2C2CCCCC2)ccc1Br (configuration not stated),100.0,-1.3
CC1(C)Cc2c(C#N)c3nc(-c4ccccc4)cnn3c2CO1,47.0,-6.6
O=C1CC(=O)N(c2ccccc2)C(=O)N1c1ccccc1,100.0,-0.5
COCCn1nnnc1CN1CCC(NC(=O)Nc2cccc(OC)c2)CC1,102.0,0.2
CCCCN(C)C(=O)C1CCC(CNS(=O)(=O)c2ccc(Cl)cc2)CC1 (configuration not stated),105.0,0.1
COc1ccc(-c2nc3c(C#N)c[nH]n3c2NC2CCCC2)cc1,112.0,0.9
Cc1oc(-c2cccc(Cl)c2)nc1CN1CCC(C(=O)NCc2ccc(F)cc2)CC1,109.0,0.6
COc1ccc(NC(=O)C2CCCN(S(=O)(=O)c3cn(C)cn3)C2)cc1Cl (configuration not stated),101.0,-1.3
CCCCSC1=C(C#N)C(=O)NC(c2ccco2)S1 (configuration not stated),102.0,0.6
COc1ccc(OC)c(NC(=O)c2cc3c(=O)oc4ccccc4c3s2)c1,105.0,0.2
Cc1ccc(-c2n[nH]c3c2C(c2ccc(C(C)C)cc2)NC3=O)cc1 (configuration not stated),98.0,-0.8
COc1ccccc1CNC(=O)CCC1N=C2c3ccccc3N=C(SCC(=O)NCCc3ccccc3)N2C1=O (configuration not stated),112.0,1
CC(Sc1ccc(S(=O)(=O)N2CCOCC2)cn1)C(N)=O (configuration not stated),103.0,0
CCOC(=O)C1=C(C)N(c2nonc2NC(C)=O)C(N)=C(C#N)C1c1ccc(Br)cc1 (configuration not stated),100.0,-0.3
COc1cccc(-c2cc3nc(-c4ccccc4)cc(N4CCC(O)CC4)n3n2)c1,106.0,1.5
Cc1nc(Cl)c2sc(=S)n(-c3ccccc3)c2n1,98.0,-0.9
COc1ccc(Nc2nc(NCCN3CCOCC3)nc3c2cnn3C)cc1Cl,102.0,0

The list continues.
structure,PV pol inh,PV pol inh FP z-score
COc1ccccc1NC(=O)Cn1c(=O)n(-c2cccc(Cl)c2)c(=O)c2sc3ccccc3c21,106.0,0.6
Cc1ccc(CNS(=O)(=O)c2ccc3oc(C(=O)O)c(C)c3c2)cc1,104.0,0.9
CC(NC(=O)Nc1ccc(F)cc1F)C1CCCO1 (configuration not stated),100.0,0
COc1ccc(NC(=O)C2CC(=O)NC3=C2C(=O)CCC3)cc1 (configuration not stated),101.0,0
CC(=O)N1CCc2cc(NC(=S)Nc3ccccc3Cl)ccc21,107.0,0.6
Cc1ccc2oc(=O)c3cnn(CC(=O)N4CCN(c5cccc(Cl)c5)CC4)c3c2c1,108.0,0.4
CO[C@@H]1C[C@@H](C[C@H]2CC[C@H](C)[C@H]([C@@H](C)C(=O)O)O2)O[C@]2(O[C@](C)([C@H]3CC[C@@](C)([C@@H]4O[C@@H]([C@H]5O[C@@](O)(CO)[C@H](C)C[C@@H]5C)C[C@@H]4C)O3)C[C@H]2C)[C@@H]1C,104.0,1.1
COc1cccc(-c2nc(SC(C(C)=O)C(=O)N(C)C)c3c(=O)n(C)c(=O)n(C)c3n2)c1 (configuration not stated),103.0,-1
CCn1c(CCC(=O)Nc2ccnn2Cc2cccs2)nc2cc(S(=O)(=O)N(C)C)ccc21,105.0,0.3
